# Screens deposited in PubChem by The Scripps Research Institute Molecular Screening Center.
# SIAE inh: inhibitors of human sialic acid acetylesterase SIAE; SIAE FP-Rh probe binding, fluorescence polarization; AID 1053197; inhibition, % at 9.66 µM; hit rate 0.69% among 370,000;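 active means inhibition above a cutoff: mean of compounds within the control limits plus 3 SD of those, cut at about 17% in these data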;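 further: 0% = plate median of compound wells and 100% = probe without SIAE protein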
# KLK7 zymogen act: activates the human kallikrein-7 zymogen; P49862; purified proKLK7, EDANS-DABCYL substrate fluorescence; 100% is mature enzyme control, 0% vehicle; activation, % at 7 µM; hit rate 0.9% among 370,000; AID 652039;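 active means activation above the mean of all tested compounds plus 3 SD, computed per campaign excluding outliers beyond control limits, cut at about 13% in these data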
# Target sequence (P49862 whole entry, looked up): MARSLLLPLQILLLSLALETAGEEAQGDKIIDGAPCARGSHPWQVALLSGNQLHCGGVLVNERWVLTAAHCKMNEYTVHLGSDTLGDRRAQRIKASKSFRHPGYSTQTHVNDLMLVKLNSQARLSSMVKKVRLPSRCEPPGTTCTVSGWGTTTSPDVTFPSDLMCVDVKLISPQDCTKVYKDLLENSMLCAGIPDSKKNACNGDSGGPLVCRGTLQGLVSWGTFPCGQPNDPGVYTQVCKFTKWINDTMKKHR
# UHRF1 MBD2 ctr: human UHRF1 methylated DNA binding inhibitors; Q96T88; UHRF1 binding to methylated oligo, TR-FRET; inhibition, % at 4.4 µM; hit rate 0.75% among 370,000; in the data active means inhibition above about 21%;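 further: UHRF1 SRA domain binding a hemimethylated CpG hairpin DNA probe; 0% = median of test compound wells and 100% = reference inhibitor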
# DDE Tn6 FP inh: disrupts Tn6 cyclic peptide binding to fibrin D-Dimer-E complex; P02675; Fibrin DD(E) TRITC-Tn6 fluorescence polarization displacement; inhibition, % at 8.3 µM; hit rate 0.21% among 370,000; AID 720509;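 active means inhibition above a per-campaign cutoff: mean of compounds within control limits plus 3 SD, cut at about 15% in these data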;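 further: 0% = median of all compound wells on the plate and 100% = blocking peptide control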
# PRMT1 FP inh: PRMT1 (human) inhibition, primary screen; Q99873; recombinant PRMT1, activity-based probe fluorescence polarization; inhibition, % at 2.79 µM; hit rate 1.3% among 370,000; AID 652257;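 active means inhibition above about 21% made by adding two undisclosed values, limit read from the data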
# Target sequence (Q99873 whole entry, looked up): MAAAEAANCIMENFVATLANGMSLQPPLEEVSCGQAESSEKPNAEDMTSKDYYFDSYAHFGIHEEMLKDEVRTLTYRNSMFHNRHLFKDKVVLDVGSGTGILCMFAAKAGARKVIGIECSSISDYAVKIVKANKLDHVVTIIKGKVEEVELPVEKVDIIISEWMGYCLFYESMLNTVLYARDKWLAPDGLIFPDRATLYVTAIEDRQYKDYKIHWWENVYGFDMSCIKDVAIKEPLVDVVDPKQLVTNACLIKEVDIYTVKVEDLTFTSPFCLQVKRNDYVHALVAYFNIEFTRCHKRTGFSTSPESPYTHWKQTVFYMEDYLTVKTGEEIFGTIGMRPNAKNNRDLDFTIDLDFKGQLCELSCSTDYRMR
# TCR CD3 inh: inhibitors of human TCR-CD3 interaction; TAMRA-labeled TCR probe fluorescence, biochemical; AID 651800; inhibition, % at 9.4 µM; hit rate 0.37% among 360,000; in the data active means inhibition above about 19%;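 further: recombinant mutant TCR 2C K166C tagged with TAMRA read by polarization; 0% = receptor in buffer alone and 100% = receptor with positive control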
# TDP2 inh: blocks human TDP2 phosphodiesterase activity; O95551; recombinant TDP2, T5PNP hydrolysis, p-nitrophenol absorbance 415 nm; inhibition, % at 12.8 µM; hit rate 0.34% among 370,000; AID 720702;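 active means inhibition above the mean of all tested compounds plus 3 SD, set per campaign, cut at about 25% in these data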;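 further: 0% = DMSO with enzyme and 100% = buffer with substrate but no TDP2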
# Target sequence (O95551 whole entry, looked up): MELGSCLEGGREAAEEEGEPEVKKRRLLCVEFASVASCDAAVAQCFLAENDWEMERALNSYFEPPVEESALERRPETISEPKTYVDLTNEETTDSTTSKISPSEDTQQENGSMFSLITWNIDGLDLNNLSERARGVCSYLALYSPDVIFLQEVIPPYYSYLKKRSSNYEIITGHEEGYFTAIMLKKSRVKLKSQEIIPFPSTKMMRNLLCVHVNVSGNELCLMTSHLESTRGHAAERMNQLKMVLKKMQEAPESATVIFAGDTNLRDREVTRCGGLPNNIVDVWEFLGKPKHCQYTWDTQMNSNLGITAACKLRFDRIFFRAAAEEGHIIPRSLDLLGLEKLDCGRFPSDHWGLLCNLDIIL
#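 Assay system: recombinant human TDP2 / Reagent: T5PNP substrate at 5 mM, a TopII-DNA adduct mimic / Measured by: epi absorbance from released p-nitrophenol / Evaluation: % inhibition relative to enzyme-containing and enzyme-free wells / Control set: enzyme-free and DMSO wells / Replicates: each compound tested once, singlicate / Schedule: enzyme reaction with compound for 2 h at 37 °C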
# LEDGF integ inh: blocks HIV-1 LEDGF/p75-dependent DNA integration | inhibition, % at 3.7 µM | AID 743269 | TR-FRET IN-LEDGF/p75 DNA integration, Eu/Cy5 | hit rate 0.64% among 370,000;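 active means inhibition above the screen-wide mean plus 3 SD, cut at about 13% in these data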;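 further: signal is the Cy5 over europium emission ratio at 671 and 618 nm; 0% = plate median of compound wells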
# MBD2 inh: MBD2-methylated oligo binding inhibition; TR-FRET, MBD2 binding to methylated oligonucleotide; AID 686964; Q9UBB5; hit rate 0.31% among 370,000; inhibition, % at 4.4 µM; in the data active means inhibition above about 13%
# Tn7 DDE FP: inhibitors of Tn7 peptide binding to human fibrin DD(E); hit rate 0.13% among 370,000; P02675; FP displacement of FITC-Tn7 peptide from fibrin DD(E); 0% = median of compound wells per plate; inhibition, % at 8.3 µM; AID 720508;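 active means inhibition above the mean of compounds falling within the control limits plus 3 SD of them, cut at about 14% in these data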;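 further: 0% = plate median of compound wells and 100% = 10 µM Aha-Tn7 peptide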
#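 Assay system: Human clot-derived fibrin DD(E) complex | Buffer or medium: Tris/NaCl/CaCl2 buffer, pH 7.8 | Repeats: One replicate per compound | Benchmarks: Aha-Tn7 high control | Measure: % inhibition scaled between sample-field median and high-control FP | Schedule: 10 min plus 3 h, room temperature | Signal: Fluorescence polarization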
# The depositor's hits bear a star; . = no result given.
SIAE inh	KLK7 zymogen act	UHRF1 MBD2 ctr	DDE Tn6 FP inh	PRMT1 FP inh	TCR CD3 inh	TDP2 inh	LEDGF integ inh	MBD2 inh	Tn7 DDE FP	Compound
1	0.1	4	-3	-1	0	9	1	4	-3	CC(C(=O)Nc1ccc(Br)cc1)N(C)CC(=O)NCc1ccco1 (configuration not stated)
8	-0.2	-5	2	-3	2	7	2	-6	1	COc1cc(CN2CCN(CCCc3ccccc3)C(CCO)C2)cc(OC)c1O (configuration not stated)
-2	0.3	3	-3	1	2	12	1	1	5	Clc1ccc(Cc2noc(-c3cccs3)n2)cc1
2	-0.3	1	5	-2	5	7	-2	0	-2	O=C(Cn1nc(Cl)nc1Cl)c1ccc2c(c1)OCCO2
3	-0.9	-2	3	2	7	-16	-3	-2	-5	COCCOC(=O)C1=C(C)NC(=O)NC1c1c(F)cccc1Cl (configuration not stated)
5	0.8	-2	5	1	8	-3	-3	-9	6	c1ccc(NCCCNc2ccccc2)cc1
-1	-0.7	-1	0	2	2	1	-2	1	9	COc1ccc(S(N)(=O)=O)cc1C(=O)NNC(=O)c1cccc(S(=O)(=O)N2CCOCC2)c1
-7	-0.4	1	2	14	-10	-2	4	7	4	Cc1sc2nc(CC(=O)N3CCCC3)[nH]c(=O)c2c1C
5	0.6	0	2	-2	.	-4	-4	2	-2	CC(NCc1ccco1)C(=O)N1CCCCC1 (configuration not stated)
3	0.8	-2	1	0	2	0	0	-7	-2	CCOC(=O)Cc1cc(=O)n2[nH]c(C(C)(C)C)cc2n1
2	1.4	-6	6	4	-8	-3	2	3	-3	CN1CCN(/N=C/c2nc(-c3ccc(Cl)cc3)n3ccccc23)CC1
9	-0.2	0	2	0	6	-4	5	-7	-10	COc1ccc(NC(=O)Nc2c(C)n(C)n(-c3ccccc3)c2=O)c(OC)c1
-5	-0.1	3	-7	-1	-4	-17	2	-5	4	COC(=O)[C@@H]1CCCN1C(=O)[C@@H](NC(=O)OC(C)(C)C)C(C)C
-3	-0.4	-1	-4	1	2	-5	1	-1	-8	COc1cc(/C=N/NC(=O)c2cccnc2)ccc1OC(=O)c1ccc([N+](=O)[O-])cc1
-3	0.5	-2	-3	0	6	4	1	2	2	Cc1csc2ncc(C(=O)Nc3ccon3)c(=O)n12
-4	0.4	1	-5	2	-3	-1	-2	2	6	CN(C)S(=O)(=O)c1cccc(NC(=O)/C=C/c2ccccc2[N+](=O)[O-])c1
-6	0.3	3	-2	2	1	-3	-1	0	3	Nc1nc(NCC2CCCO2)nc(Nc2ccc(F)cc2)c1[N+](=O)[O-] (configuration not stated)
-7	-0.1	0	4	-1	-5	8	-4	-1	0	C=CCc1c(Cl)nc(C)nc1NCc1ccccc1
2	0.2	1	-4	2	4	3	0	4	4	CC(=O)c1cccc(NC(=O)NC2CCCCCCC2)c1
6	0.2	0	11	1	-1	-10	-7	2	-2	O=C(NN=C1CCCC1)c1ccccc1[N+](=O)[O-]
-3	0.2	-4	-6	0	10	13	1	-6	-1	COC(C[C@H]1O[C@H]1[C@@H](O)COCc1ccccc1)OC
5	-0.9	-3	7	2	-1	2	-1	-2	-4	COc1cc(NC(=O)c2ccccc2)c(OC)cc1NC(=O)CN1CCN(c2ccccn2)CC1
1	-0.2	1	-7	-1	5	1	4	-5	-9	O=[N+]([O-])c1cccc(S(=O)(=O)Nc2ccc3cn[nH]c3c2)c1
6	0.2	-2	-2	0	7	6	-2	-5	-5	CC1CCCN(C(=O)c2ccncc2)C1 (configuration not stated)
4	0.1	2	-3	3	-3	8	-2	1	2	CN(C)C(CNC(=O)c1ccc(Cl)c(S(=O)(=O)N2CCCCCC2)c1)c1ccccc1 (configuration not stated)
-1	-0.6	0	-1	3	-5	4	-1	3	2	CC(C)c1nc(SCC(=O)N2CCCC2)c2c(=O)n(C)c(=O)n(C)c2n1
3	0.6	1	-6	0	1	2	1	-2	-1	COc1ccc(N2CCN(C(=O)CCCn3nnnc3CN3CCOCC3)C(C)C2)cc1 (configuration not stated)
7	-0.1	1	-2	1	2	4	1	-4	-4	CN(Cc1ccc(F)cc1Cl)S(=O)(=O)c1cccs1
1	0.4	-1	7	-1	0	-6	-3	6	7	CCCCCC(=O)N1C[C@H](O)[C@@H](n2cc(COC(=O)c3ccccc3)nn2)C[C@@H]1c1ccc(OC)cc1
6	0.3	0	0	-8	1	-4	0	0	0	COc1ccc(-n2cc(CN(C)C3CCOCC3)c(-c3cccc(F)c3)n2)cc1
5	0.0	0	-1	-5	5	3	4	-3	4	O=C(Nc1ccccc1Cl)c1cc(C2CCCCN2S(=O)(=O)c2ccc(F)cc2F)on1 (configuration not stated)
0	0.4	2	6	-1	-3	-2	-3	-2	-2	Cn1c(CNC(=O)c2cccs2)nnc1SCC(=O)Nc1ccc(Cl)cc1
6	-0.1	-1	-2	-1	2	-4	2	1	-8	CCC1NC(=O)c2cc(S(N)(=O)=O)c(Cl)cc2N1 (configuration not stated)
6	3.2	-1	8	1	.	-2	-6	-2	4	C[C@@H]1ON(C)[C@H]2C[C@H]3c4[nH]c5c(-c6ccccc6F)cccc5c4CCN3C[C@@H]12
-11	0.2	1	2	2	0	1	-4	-2	4	O=C(CNC(=O)C1CC(=O)N(c2cccc3ccccc23)C1)Nc1ccccc1Br (configuration not stated)
4	-0.1	13	12	-1	0	5	1	3	-3	Cc1ccc(N2C(=O)C3C(C2=O)C(C(=O)c2ccc(Cl)cc2)N2CCCC32)cc1 (configuration not stated)
0	0.5	-1	2	-4	6	2	-2	0	-1	COc1ccc(Oc2nc3ccccc3n(C)c2=O)cc1
-3	-0.3	2	-8	0	-1	-8	-2	1	-6	Cc1cccc(NC(=O)COC(=O)c2c(-c3ccccc3)noc2C)c1
-19	-0.1	-3	0	1	0	-3	1	4	1	COc1cccc2cc(C(=O)NCCc3c[nH]c4ccccc34)c(=O)oc12
-9	-0.3	-1	3	-1	10	-3	0	-2	-3	CCOC(=O)c1ccc(N=C2SC(C(=O)NCCc3ccccc3)CC(=O)N2C)cc1 (configuration not stated)
4	0.3	14	4	2	2	4	-1	-2	4	CC(C)[C@H](NC(=O)c1ccccc1Cl)C(=O)Nc1ccc(S(=O)(=O)Nc2nccs2)cc1
-1	1.4	-1	6	-5	-5	-16	1	-3	-5	COc1ccc(/C=C/C(=O)C(C)(C)C)cc1OC
11	0.1	-2	-2	6	2	-3	-3	-6	1	Cc1nc2[nH]c(=S)[nH]c2cc1Br
8	0.2	1	-7	-1	.	7	-3	-3	8	C=CCn1c(COc2ccccc2)nnc1SCC(=O)Nc1ccc(S(=O)(=O)Nc2cc(C)nc(C)n2)cc1
-1	35*	-3	-7	-1	-8	8	2	-2	2	O=C(c1ccco1)N1C(=O)c2cccc3cccc1c23
-1	0.1	1	-3	2	-3	-2	2	4	2	Clc1c(OCCCn2ccnc2)ccc2ccccc12
-5	-0.2	-2	0	4	-8	-6	2	-3	4	O=C(N/N=C/c1ccccn1)c1ccc(Br)cc1
-2	-0.4	3	-10	-1	2	2	2	2	1	Cc1onc(-c2c(F)cccc2Cl)c1C(=O)N1CCN(c2ncccn2)CC1
1	-0.3	-5	3	16	-3	-4	-5	3	-2	Cc1ccc(-c2csc(N/N=C/C=C/c3ccccc3)n2)cc1
-1	-0.2	-2	-2	1	5	6	4	-3	2	CCCCC(c1nc2ccccc2[nH]1)N(C(=O)c1ccccc1)c1ccccc1[N+](=O)[O-] (configuration not stated)
-5	-0.7	0	-2	3	-5	0	-1	5	-4	Cc1nn2c3c(cnc2c1-c1ccccc1)C(=O)CC(c1ccco1)C3 (configuration not stated)
-2	0.3	-3	5	-1	.	-7	6	-2	2	CN(C)c1ccc(C(=O)NCCc2ccccc2-c2ccccc2CCC(=O)NCc2ccccc2)cc1
-6	0.2	1	2	-4	3	-13	3	-5	-5	CCOC(=O)c1ccc(NC(=O)C2CCN(S(=O)(=O)c3c(C)nn(C)c3C)CC2)cc1
-2	-0.2	3	-4	3	-7	-4	-4	2	8	CC(C)NC(=O)N(C)C[C@H]1Oc2ccc(NC(=O)c3ccncc3)cc2C(=O)N([C@H](C)CO)C[C@@H]1C

# Structures from the list above with fluorine:
SIAE inh	KLK7 zymogen act	UHRF1 MBD2 ctr	DDE Tn6 FP inh	PRMT1 FP inh	TCR CD3 inh	TDP2 inh	LEDGF integ inh	MBD2 inh	Tn7 DDE FP	Compound
3	-0.9	-2	3	2	7	-16	-3	-2	-5	COCCOC(=O)C1=C(C)NC(=O)NC1c1c(F)cccc1Cl (configuration not stated)
-6	0.3	3	-2	2	1	-3	-1	0	3	Nc1nc(NCC2CCCO2)nc(Nc2ccc(F)cc2)c1[N+](=O)[O-] (configuration not stated)
7	-0.1	1	-2	1	2	4	1	-4	-4	CN(Cc1ccc(F)cc1Cl)S(=O)(=O)c1cccs1
6	0.3	0	0	-8	1	-4	0	0	0	COc1ccc(-n2cc(CN(C)C3CCOCC3)c(-c3cccc(F)c3)n2)cc1
5	0.0	0	-1	-5	5	3	4	-3	4	O=C(Nc1ccccc1Cl)c1cc(C2CCCCN2S(=O)(=O)c2ccc(F)cc2F)on1 (configuration not stated)
6	3.2	-1	8	1	.	-2	-6	-2	4	C[C@@H]1ON(C)[C@H]2C[C@H]3c4[nH]c5c(-c6ccccc6F)cccc5c4CCN3C[C@@H]12
-2	-0.4	3	-10	-1	2	2	2	2	1	Cc1onc(-c2c(F)cccc2Cl)c1C(=O)N1CCN(c2ncccn2)CC1
